PAFAH1B3 inh: PAFAH1B3 enzyme inhibitors, primary screen, biochemical, fluorescence polarization, human | recombinant PAFAH1B3, FP-rhodamine probe | 0.28% of 340,000 active | Platelet-activating factor acetylhydrolase IB subunit alpha1 (Homo sapiens), Q15102 | inhibition, % at 3.39 µM;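 active = inhibition above the screen-wide average of all tested compounds plus 3 SD, cut at about 25% in these data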;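 note: 0% = enzyme with DMSO only and 100% = wells lacking PAFAH1B3 protein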
LYPLA1 counter: LYPLA1 inhibitors, primary screen, counter-screen for PME1 inhibitor project, biochemical, fluorescence polarization, FP-Rh probe ABPP; recombinant LYPLA1; inhibition, % at 5.9 µM; 0.16% of 320,000 active; AID 2174, 2009;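 active = inhibition above the mean of all tested compounds plus 3 SD, set per campaign, cut at about 14% in these data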;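 note: inhibitors block serine hydrolase probe labeling of LYPLA1 so polarization falls; 0% = enzyme with DMSO and 100% = wells lacking LYPLA1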
pPAFAH FP inh: pPAFAH enzyme inhibitors, primary screen, biochemical, fluorescence polarization, human | Platelet-activating factor acetylhydrolase (Homo sapiens), Q13093 | recombinant pPAFAH, FP-rhodamine probe fluorescence polarization | inhibition, % at 3.39 µM | 1.5% of 330,000 active | AID 463082, 2010;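 active = inhibition above the mean inhibition across the screen plus 3 SD, cut at about 25% in these data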;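 note: inhibitors block binding of the rhodamine activity-based probe so polarization drops; 0% = enzyme with DMSO and 100% = wells lacking pPAFAH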
GSTO1 counter: inhibitors of recombinant GSTO1, primary screen, counter-screen for RBBP9 inhibitor project, biochemical, fluorescence polarization | activity-based probe fluorescence polarization | AID 1974, 2009 | 1.1% of 300,000 active | Glutathione S-transferase omega-1 (Homo sapiens), P78417 | inhibition, % at 5.96 µM;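 active = inhibition above the campaign mean inhibition plus 3 SD, cut at about 35% in these data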;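 note: 0% = GSTO1-1 with DMSO and 100% = wells lacking GSTO1-1 enzyme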
PAFAH1B2 inh: PAFAH1B2 enzyme inhibitors, primary screen, biochemical, fluorescence polarization, human; recombinant PAFAH1B2, FP-rhodamine activity probe; inhibition, % at 3.39 µM; 1.2% of 340,000 active; AID 492953, 2010;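 active = inhibition above the mean of all tested compounds plus 3 SD, cut at about 24% in these data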;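 note: 0% = enzyme with DMSO and 100% = wells lacking PAFAH1B2; many of its hits are not listed in these tables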
PAFAH2 inh: PAFAH2 enzyme inhibitors, primary screen, biochemical, fluorescence polarization, human | Platelet-activating factor acetylhydrolase 2, cytoplasmic (Homo sapiens), Q99487 | recombinant PAFAH2, FP-rhodamine activity probe | inhibition, % at 3.39 µM | 0.99% of 340,000 active;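 active = inhibition above the mean over all tested compounds plus 3 SD, cut at about 30% in these data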;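 note: inhibitors block probe labeling of enzyme so polarization drops; 0% = enzyme with DMSO and 100% = wells lacking PAFAH2 protein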
PME-1 primary: PME-1 inhibitors via competitive probe labeling, primary screen, biochemical, fluorescence polarization, FP-Rh probe, HTS; Protein phosphatase methylesterase 1 (Homo sapiens), Q9Y570; recombinant PME-1; inhibition, % at 5.9 µM; 0.53% of 320,000 active; AID 2130, 2009;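 active = inhibition above the campaign mean of all compounds plus 3 SD, cut at about 26% in these data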;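 note: competitive labeling of PME-1 active site by serine hydrolase directed probe; 0% = PME-1 with DMSO and 100% = wells lacking PME-1 enzyme; inhibitors block probe labeling so polarization falls and inhibition rises; many of its hits are not listed in these tables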
PAD4 inh: human PAD4 inhibitors, primary screen, biochemical, fluorescence polarization, 1536-well format. Protein-arginine deiminase type-4 (Homo sapiens), Q9UM07. AID 485272, 2010. recombinant PAD4, RCA probe fluorescence polarization. inhibition, % at 6.36 µM. 0.41% of 330,000 active;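 active = percent inhibition above a cutoff equal to the mean of all tested compounds plus 3 SD, cut at about 15% in these data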;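 note: 0% = PAD4 with RCA probe and DMSO and 100% = probe without PAD4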
Fam108B counter: mouse Fam108B serine hydrolase inhibitors, primary screen, counter-screen for RBBP9 inhibitor project, biochemical, fluorescence polarization; recombinant Fam108B, FP-Rh probe fluorescence polarization; inhibition, % at 9.51 µM; 0.33% of 300,000 active; AID 1947, 2009;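 active = inhibition above the screen mean inhibition plus 3 SD, computed separately per campaign, cut at about 18% in these data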;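 note: inhibitors lower polarization as less probe binds the enzyme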
The depositor's hits bear a star; · = not tested or not shown. These rows are one share of the data; rates above refer to the full screens.

Under each structure: pPAFAH FP inh | PAFAH1B2 inh | Fam108B counter | PAFAH2 inh | PAD4 inh | PAFAH1B3 inh | PME-1 primary | GSTO1 counter | LYPLA1 counter
1. O=C(COc1ccc(Br)cc1CNC1CCCC1)Nc1ccccc1
    2 | 0 | -4 | 1 | -4 | 5 | 3 | 0 | 0
2. C=CCNc1nc(=S)[nH]c2cc(OC)c(OC)cc12
    -1 | 2 | 4 | 11 | 5 | 8 | -6 | 4 | -1
3. CC(C)n1nnnc1SCC(=O)NCc1cccs1
    3 | 2 | 1 | -1 | -2 | 0 | 3 | 8 | -3
4. CCCc1ccc(OCc2nc(-c3ccc(NC(=O)c4ccco4)cc3)no2)cc1
    7 | -8 | -9 | -1 | -2 | -7 | -13 | -19 | -7
5. c1ccc(Cn2nnc3ccccc32)cc1
    5 | 8 | 1 | -1 | -1 | 3 | -3 | 7 | -1
6. Cc1cc(/C=C2\SC(=S)N(C)C2=O)c(C)n1-c1ccc(O)cc1
    7 | 3 | 3 | 1 | -9 | -1 | 3 | -13 | -10
7. Cc1nc2c3ccccc3nc(NNC(=O)CCC(=O)NCCN3CCN(c4ccccc4)CC3)n2n1
    5 | 2 | -1 | 5 | -2 | -4 | -5 | 6 | -1
8. CC(C)NC(=O)NC(=O)CSc1nnc(COc2ccccc2F)n1C(C)C1CC2CCC1C2 (centres undefined)
    18 | 2 | 5 | -7 | 0 | 2 | 3 | 13 | 2
9. O=C(CN1CCc2[nH]c3ccccc3c2C1)N1CCCCC1
    -4 | 7 | -1 | -2 | -3 | 5 | -2 | 0 | -3
10. CCc1nnc(NC(=O)C2CCCO2)s1 (centres undefined)
    0 | 1 | -1 | 2 | -2 | 8 | -6 | 8 | 1
11. O=C(OCC(=O)N1CCN(c2ccccc2)CC1)c1ncc(Cl)c(Cl)c1Cl
    1 | 5 | 0 | 12 | -4 | 0 | -3 | -2 | 5
12. CN(C)S(=O)(=O)n1cnc([C@@H]2[C@H]3C(=O)OC[C@@H]3C[C@@]23N=CN(Cc2ccccc2)C3=O)c1
    2 | 7 | · | 40* | 0 | 8 | 0 | · | -1
13. COc1cc(/C=N/N(C)C)ccc1OC(=O)c1cccs1
    3 | 1 | -1 | 2 | -1 | 1 | 2 | 12 | -2
14. O=C(Nc1ccccc1Cl)NC1(C(=O)NCc2cccnc2)CCCCC1
    -4 | -3 | -1 | -14 | 2 | 11 | -8 | 4 | 1
15. COc1ccc2c(=O)cc(-c3ccccc3)n(C)c2c1
    3 | 2 | -1 | 0 | -3 | 1 | 1 | 6 | 4
16. CCC(C)(C)n1nnnc1C(c1cccs1)N1CCN(c2nc3ccccc3s2)CC1 (centres undefined)
    3 | -2 | -1 | 11 | 0 | -4 | 5 | -3 | -1
17. CCC(=O)Nc1ccc(C(=O)OCc2ccccc2Cl)cc1
    9 | 2 | -5 | 8 | -4 | 0 | -26 | -10 | -12
18. Cc1ccc(-n2nnc3c(=O)n(CC(=O)NCc4ccccc4)cnc32)cc1
    -1 | 1 | -6 | -2 | 6 | -5 | 2 | 6 | 3
19. O=C1CC(c2ccc3c(c2)OCCO3)Oc2ccccc21 (centres undefined)
    4 | -1 | 2 | -3 | -4 | -3 | 3 | -5 | -1
20. CC1CCCCC1NC(=O)/C(C#N)=C/c1ccccc1F (centres undefined)
    6 | 2 | -2 | 5 | 3 | -1 | -3 | 3 | 0
21. Cc1cccnc1NC1CCCCC1
    2 | 0 | -5 | -1 | 0 | 8 | 1 | 2 | -2
22. COc1cccc2c1CCc1c-2nc2ccccc2c1C(=O)O
    -7 | 5 | -4 | -3 | -6 | 8 | -1 | 2 | 8
23. CCN1CCN(c2nc(Nc3cccc(OC)c3)nc(N)c2[N+](=O)[O-])CC1
    4 | 6 | 2 | 2 | -3 | 9 | 3 | -1 | -4
24. COC(=O)[C@]1(C)N[C@H](CN(C)C(=O)c2ccc(C)cc2)[C@@H]2C(=O)N(Cc3ccccc3)C(=O)[C@@H]21
    -10 | 5 | · | 4 | -5 | 4 | · | · | ·
25. O/N=C1\CCCC\C1=C/c1ccccc1
    2 | 0 | 10 | -1 | -3 | -1 | 3 | 3 | 0
26. Cc1[nH]c2ccccc2c1C(=O)NS(=O)(=O)Nc1ccc(F)cc1
    2 | 7 | 3 | 9 | -5 | 4 | -8 | -4 | 2
27. Cc1nn(CCC#N)c2nc(C(F)(F)F)[nH]c(=O)c12
    -5 | 5 | -2 | 5 | 7 | 2 | -4 | -1 | -1
28. O=C(Nc1cccc(F)c1)c1cccc2c1C(=O)N(C1CCCCC1)C2
    0 | -10 | 1 | 0 | 2 | 6 | 1 | 1 | 0
29. COc1ccc(NC(=O)C2CCN(S(=O)(=O)c3cn(C)nc3C)CC2)cc1
    -4 | 1 | 0 | 0 | 4 | 4 | 0 | -6 | 0
30. Cc1cc(C)c(CNC(=O)c2cc(C3CC3)nc3c2cnn3C(C)C)c(=O)[nH]1
    -1 | -5 | · | -2 | -1 | 6 | 0 | · | -1
31. COC(=O)c1ccc(C(=O)OC)c(NC(=O)CCC(=O)O)c1
    5 | 1 | -6 | -2 | -4 | 7 | 1 | 0 | 2
32. CNC(=S)N1CCC(NC(=O)c2ccco2)CC1
    1 | · | 4 | · | -6 | · | -1 | 11 | -2
33. COc1cccc(-c2cc(C(=O)NCCCn3ccnc3)no2)c1
    5 | -5 | 3 | -6 | -5 | 3 | 0 | 0 | -3
34. CC1CC(C)(C)NC(=S)N1CC(=O)N(C)Cc1ccccc1 (centres undefined)
    4 | 3 | -1 | -8 | -3 | 9 | -3 | 2 | 1
35. O=[N+]([O-])c1ccc(CN2CCN(c3ccccc3)CC2)o1
    7 | 6 | -1 | 3 | -6 | 9 | 3 | 6 | -1
36. Cc1ccc(C2=Nc3ccccc3SC(c3cccc([N+](=O)[O-])c3)C2)cc1 (centres undefined)
    4 | 2 | -6 | 4 | 18* | 6 | -5 | 6 | 1
37. Cc1c2cc(O)c(=O)cc-2oc2cc(O)c(O)cc12
    78* | 85* | 114* | 96* | 65* | 89* | 113* | 96* | 95*
38. c1ccc2[nH]c(C3CC3)nc2c1
    -1 | 6 | -5 | 2 | -3 | 0 | -6 | 4 | 0
39. O=C(CS(=O)c1cccc(C(F)(F)F)c1)Nc1ccccc1Cl (centres undefined)
    6 | -4 | 0 | 4 | -3 | 7 | -1 | -2 | 0
40. O=C(c1sc2cc(F)ccc2c1Cl)N1CCN(c2cccc(Cl)c2)CC1
    10 | 2 | -1 | -2 | 1 | 7 | 3 | -3 | 1
41. O=C(NCC(c1ccco1)N1CCOCC1)c1c(F)cccc1F (centres undefined)
    4 | 7 | 1 | 2 | 2 | -3 | 1 | -8 | -2
42. CN(C)c1ccc(NC(=O)Nc2ccc3c(c2)nnn3C)cc1
    3 | 0 | 2 | -3 | -6 | 0 | 2 | 8 | 3
43. Cc1cc(C)c(NC(=O)CNC(=O)c2cc([N+](=O)[O-])ccc2N2CCOCC2)c(C)c1
    6 | -1 | 0 | 2 | -4 | 1 | 1 | 6 | 3
44. CC1=Nc2nc(N3CCCCC3)c(C#N)c3c4c(nc(c23)N1)N(c1ccc(C(C)C)cc1)C(=O)C4
    63* | 6 | 27* | 10 | 11 | 11 | 14 | 28 | -8
45. Cc1ccc(N/N=C/c2cccnc2)cc1
    -5 | -2 | -2 | 0 | 3 | 4 | 5 | 15 | 2
46. COc1ccccc1N(C)S(=O)(=O)c1ccc(Cl)c(C(=O)Nc2cccc(C)n2)c1
    4 | -1 | 1 | -4 | -1 | 4 | -4 | -1 | 1
47. Cc1cc(C)c(S(=O)(=O)Nc2cc(SCC(=O)O)c(O)c3ccccc23)cc1C
    16 | · | 15 | · | 49* | · | 15 | 90* | 1
48. CCOC(=O)CNC(=O)C1(c2ccccc2)CCCC1
    0 | 5 | 3 | -8 | 0 | 3 | -2 | -3 | 2
49. c1ccc(CCCNc2ncnc3nc[nH]c23)cc1
    4 | 8 | 2 | 7 | 4 | 5 | 2 | -1 | -1
50. COc1ccccc1NC(=S)Nc1ccccc1F
    0 | 2 | 0 | -2 | 0 | 9 | 5 | 1 | 7

(further entries)
Under each structure: pPAFAH FP inh | PAFAH1B2 inh | Fam108B counter | PAFAH2 inh | PAD4 inh | PAFAH1B3 inh | PME-1 primary | GSTO1 counter | LYPLA1 counter
51. NC(=O)c1c(NC(=S)Nc2ccccc2)sc2c1CCCC2
    2 | 2 | 2 | 5 | -10 | 5 | 9 | 2 | -3
52. Cc1ccc(N/N=C/c2ccc3c(c2)OCCO3)cc1Cl
    6 | 1 | 3 | -1 | -4 | 3 | 7 | -5 | -2
53. COC(CNC(=O)Cc1c(C)nc2c(-c3ccccc3)c(C)nn2c1C)OC
    4 | -1 | 0 | -5 | -5 | 3 | 3 | 3 | 1
54. CCC(=O)OCc1c(C(F)(F)F)nn(C)c1Sc1ccc(F)cc1
    0 | 9 | 1 | 4 | 6 | 7 | 10 | 7 | -5
55. C[C@H]1CCC[C@]2(O[C@@H](CCO)C[C@@H](O)[C@@H]2O)O1
    0 | 3 | -3 | 0 | -4 | 2 | 4 | 5 | -3
56. C=CCN(C(=O)CCC(=O)O)C1CC(=O)N(c2ccc(OC)cc2)C1=O (centres undefined)
    2 | 4 | 0 | 10 | -2 | 11 | 5 | -2 | -1
57. COCCN1CCN(C(=O)c2ccc3nc(Cc4ccccc4F)oc3c2)CC1
    6 | 0 | -2 | 0 | 1 | 4 | 5 | 0 | -3
58. CC(C)NC(=S)Nc1ccc2[nH]c(=O)[nH]c2c1
    4 | -1 | 5 | -5 | -3 | 2 | -8 | -4 | -3
59. Cc1nn(CC(O)c2ccccc2)c(C)c1Br (centres undefined)
    -4 | 5 | -8 | 2 | -8 | 6 | -5 | 6 | -1
60. CCc1cccc2c(C(=O)CN3C(=O)N(C)C4(CCCCC4)C3=O)c[nH]c12
    4 | 0 | · | -4 | -1 | -8 | 1 | · | -2
61. O=C1OCCC1Sc1nc2cc(Cl)ccc2n1Cc1ccccc1 (centres undefined)
    16 | 9 | 7 | 8 | -1 | 0 | 0 | 0 | -4
62. COc1ccc(N(C(=O)CNS(=O)(=O)c2ccccc2)C(C(=O)NCc2ccco2)C(C)C)cc1 (centres undefined)
    1 | -1 | -1 | 5 | -4 | 7 | 1 | 2 | 6
63. COc1ccccc1CNC(=O)C1CCN(S(=O)(=O)c2ccc3c(c2)C(C)(C)C(=O)N3C)CC1
    1 | 4 | 1 | -4 | 4 | -2 | 0 | 5 | -3
